Compound activity from PubChem.
CHO parental Ca: signal in parental CHO cells, OX1R antagonist counter-screen | parental CHO-K1, ATP-induced calcium, Fluo-8 fluorescence | inhibition, % at 5.6 µM | actives 0.63% (n = 330,000) | AID 463079;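 active = inhibition above that plate's mean sample inhibition plus 3 SD, cut at about 26% in these data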;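 note: 0% = ATP-challenged DMSO wells and 100% = DMSO wells without ATP; some compounds past the cut are filed as inactive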
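Material – parental CHO cells · Reagent – ATP stimulus · Compound – single nominal dose of 5.6 µM per compound · Detection – Fluo-8 fluorescence · Read-out basis – percent inhibition of calcium signal · Controls – ATP-challenged DMSO wells low, unchallenged DMSO wells high · Repeats – no replicates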
M1 ag parental: counter-screen for M1 agonists: effect in parental CHO-K1 cells. actives 0.48% (n = 360,000). AID 602248. activation, % at 3 µM. Fluo-8 calcium fluorescence; scaled to maximal ATP response, vehicle zero; in the data active = activation above about 15%;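 note: untransfected CHO-K1 host cells lacking M1 receptor as counterscreen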
TAAR1 antagonist: antagonists of human TAAR1; Q96RJ0; CHO RD-HGA16 TAAR1, Fluo-8 calcium fluorescence, antagonist; inhibition, % at 3 µM; actives 1.5% (n = 360,000); AID 624466;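 active = inhibition above a per-plate cutoff, the mean inhibition of test compounds on that plate plus 3 SD, cut at about 49% in these data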;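 note: 0% = DMSO plus EC80 beta-PEA response and 100% = DMSO alone without agonist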
Target sequence (Q96RJ0 whole entry, looked up): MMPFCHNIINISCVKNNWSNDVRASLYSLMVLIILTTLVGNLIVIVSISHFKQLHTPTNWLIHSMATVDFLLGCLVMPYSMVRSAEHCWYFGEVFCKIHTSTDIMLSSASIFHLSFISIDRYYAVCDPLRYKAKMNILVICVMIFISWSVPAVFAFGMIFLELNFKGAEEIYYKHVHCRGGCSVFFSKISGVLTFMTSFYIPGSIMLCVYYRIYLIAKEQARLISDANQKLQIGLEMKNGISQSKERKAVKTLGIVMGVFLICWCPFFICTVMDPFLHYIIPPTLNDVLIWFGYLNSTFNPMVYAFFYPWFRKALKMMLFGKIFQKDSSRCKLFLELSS
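Assay system: CHO-derived RD-HGA16 cells stably expressing human TAAR1 plus Gα16. Timing: 140 s kinetic read after compound, 140 s after agonist. Technique: kinetic Fluo-8 calcium fluorescence measurement. Measure: % inhibition of agonist calcium response.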
M1 ag: human M1 muscarinic receptor agonism. CHO-K1 hM1, Fluo-8 calcium fluorescence, agonist mode; 0% DMSO, 100% acetylcholine EC100. activation, % at 3 µM. P11229. actives 0.33% (n = 360,000). AID 588814;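 active = activation above the run's mean compound activation plus 3 SD, cut at about 16% in these data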;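 note: peak over basal fluorescence ratio within a 140 s kinetic read after compound addition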
Target sequence (P11229 whole entry, looked up): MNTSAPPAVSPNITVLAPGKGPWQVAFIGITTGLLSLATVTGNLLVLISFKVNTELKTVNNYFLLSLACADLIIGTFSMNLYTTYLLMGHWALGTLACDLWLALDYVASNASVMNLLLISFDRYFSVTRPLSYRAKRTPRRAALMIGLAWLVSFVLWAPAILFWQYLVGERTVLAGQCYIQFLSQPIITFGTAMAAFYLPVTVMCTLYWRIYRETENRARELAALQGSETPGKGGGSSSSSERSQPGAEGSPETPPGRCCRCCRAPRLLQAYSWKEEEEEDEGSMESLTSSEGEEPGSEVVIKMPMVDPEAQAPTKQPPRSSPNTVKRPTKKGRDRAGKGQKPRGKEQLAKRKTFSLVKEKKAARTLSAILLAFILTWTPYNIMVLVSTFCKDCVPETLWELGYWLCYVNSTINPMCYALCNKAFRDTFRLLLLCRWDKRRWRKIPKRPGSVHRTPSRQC
CHO-K1 Ca antag: M1 antagonist counterscreen hit in parental CHO-K1 cells | inhibition, % at 3 µM | ATP-induced calcium, Fluo-8 fluorescence | actives 0.6% (n = 360,000) | AID 602250;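 active = inhibition above a per-plate cutoff, the plate's mean sample inhibition plus 3 SD, cut at about 24% in these data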;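 note: 0% = DMSO plus EC80 ATP and 100% = DMSO alone without ATP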
M1 antag: blocks human M1 muscarinic receptor. inhibition, % at 3 µM. AID 588852. CHO-K1 hM1, Fluo-8 calcium fluorescence, ACh EC80 antagonist. actives 1.3% (n = 360,000);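 active = percent inhibition above its own plate's cutoff, namely the mean of that plate's compound wells plus 3 SD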;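 note: peak over basal fluorescence ratio during 140 s after agonist addition; 0% = ACh EC80 plus DMSO and 100% = DMSO alone without agonist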
CHO-K1 Ca PAM: counter-screen for M1 PAMs: effect in parental CHO-K1 cells; AID 602247; actives 0.02% (n = 360,000); ATP EC20, Fluo-8 calcium fluorescence; 0% at ATP EC20, 100% at ATP max; activation, % at 3 µM;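 active = activation above the run cutoff, the mean activation of all test compounds plus 3 SD, cut at about 40% in these data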;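 note: peak over basal fluorescence ratio in a 140 s read after ATP addition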
OXTR potentiate: human OXTR potentiation | CHO-OTR cells, Fluo-8 calcium fluorescence, potentiator mode; 0% = oxytocin EC15, 100% = EC100 | activation, % at 3 µM | actives 0.061% (n = 320,000) | AID 2445;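 active = activation above that plate's cutoff, the mean activation of tested compounds plus 3 SD, cut at about 6.6% in these data, passing the limit was not always enough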;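 note: 100% uses oxytocin at 75 nM as the full agonist control; some results filed as inactive read as strong as hits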
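test system = CHO-OTR cells, human receptor | compound = single-point 3.0 µM | schedule = 6 min compound pre-incubation at room temperature, 100 s kinetic read | signal = Fluo-8 no-wash calcium dye fluorescence, excitation 470-495 nm, emission 515-575 nm | repeats = single well per compound, singlicate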
TAAR1 agonist: agonists of human TAAR1; Q96RJ0; CHO RD-HGA16 TAAR1, Fluo-8 calcium fluorescence; vehicle wells 0%, saturating PEA agonist 100%; activation, % at 3 µM; actives 0.99% (n = 360,000);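 active = activation above the mean activation of all test compounds in the run plus 3 SD, cut at about 38% in these data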
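test system = CHO RD-HGA16 cells carrying human TAAR1 plus Gα16 | schedule = 17-24 h seeding, 75 min 37 °C dye, 30 min RT | compound dosing = 3 µM single concentration | control set = DMSO and PEA EC100 | replicates = n 1 | signal = Fluo-8 fluorescence, 5 s baseline then 140 s kinetic read | measure = percent activation vs PEA EC100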
Starred values were filed as active, the others as inactive; · = not tested or not shown.

SMILES	CHO parental Ca	M1 ag parental	TAAR1 antagonist	M1 ag	CHO-K1 Ca antag	M1 antag	CHO-K1 Ca PAM	OXTR potentiate	TAAR1 agonist
Clc1cccc(Cl)c1CO/N=C/c1c(-c2ccccc2)nc2n1CCS2	-18	-0.3	-23	-3	-1	-4	5	-4	21
CCC(C)(C(=O)NC1CCCCC1)N(C)C(=O)c1ccccn1 (stereo not given)	7	-0.1	-1	-3	9	-26	-7	-7	5
CC(=O)NS(=O)(=O)c1ccc(NC(=O)c2cc(-c3cccs3)nc3ccccc23)cc1	-1	0.1	-5	9	-19	-9	16	-4	1
O=C(O)c1nn(-c2ccccc2C(F)(F)F)cc1O	3	-0.4	-28	-3	4	7	-2	-1	4
CC1(C)Oc2ccc(C(=O)N3CCCCC3)cc2N(CC(=O)NCc2ccccc2)C1=O	-4	-0.3	7	-2	7	-2	-1	-6	4
CC(C)(C)SCCNS(=O)(=O)c1ccc(C#N)cc1	-1	5.8	12	3	13	15	-24	-10	1
Cn1c(=O)[nH]c(=O)c2c1nc(CN1CCOCC1)n2CCCc1ccccc1	-11	0.3	-4	-2	4	-4	7	-1	1
Cc1cc(NC(=O)CSCc2nc(-c3cccc(F)c3)oc2C)no1	-5	2.4	10	1	3	22	10	-4	-1
O=C(COC(=O)C1CCN(c2ccc(C(F)(F)F)cn2)CC1)Nc1cc(F)ccc1F	-10	-0.8	17	-5	15	7	-6	-13	0
O=S(=O)(Cc1ccccc1)C(CCCc1ccccc1)S(=O)(=O)Cc1ccccc1	·	0.9	-11	0	-19	11	24	·	4
CC(=O)Nc1ccc(NC(=O)COc2ccc(-c3ccccc3)cc2)cc1	·	1.0	-14	-2	-5	-5	-6	·	1
Cc1cc(C[n+]2cc(Cl)ccc2N)c2ncccc2c1	-17	0.3	-7	-7	-10	-16	2	-1	0
COCC(=O)N1CCC(Oc2ccc(C(=O)NCc3cc(C)no3)cc2)CC1	-7	0.7	2	-2	5	-8	-4	3	0
O=C/C(=C\Nc1ccc(S(=O)(=O)CCO)cc1)c1nc2cc(Cl)ccc2o1	10	0.0	-7	-3	-13	-5	19	-1	3
O=S(=O)(NCCNc1nccc(C(F)(F)F)n1)c1ccccc1	-1	1.6	-12	-2	-17	1	20	-9	8
CCN1C(=O)[C@@H]2[C@@H](c3ccc(-c4ccc(C(C)=O)cc4)c(OC)c3)N3CCCC[C@@]3(C(=O)OC)[C@@H]2C1=O	-17	0.8	11	-2	-10	1	15	-5	1
COC(=O)C(Cc1c[nH]c2ccccc12)NC(=O)c1cc(-c2ccc(OC)c(OC)c2)oc1C (stereo not given)	-10	2.2	27	-4	-5	6	9	-18	5
COc1ccc(CNC(=O)COC(=O)c2ccc(Br)cc2)cc1	-12	1.1	-15	-1	-1	-3	-10	-2	-2
CN(c1ccccc1)S(=O)(=O)c1cccc(NC(=O)c2ccc3ncsc3c2)c1	2	11	60*	2	-1	7	-6	-12	9
CCOC(=O)c1c(C)[nH]c(C(=O)COC(=O)c2cccnc2Cl)c1C	-11	12	10	0	-9	8	-2	-9	10
COc1cc(-c2noc(C)c2-c2ccc(N(C)C)nc2)cc(OC)c1OC	-6	32*	54*	34*	-8	20	13	-18	96*
CCOC(=O)C1=C(C)NC(=O)NC1c1ccc(OC)c(CN2CCOCC2)c1 (stereo not given)	-8	-0.2	3	-9	13	-5	-6	-6	4
CC1CC(C)(C)NC(=S)N1CCC(=O)NCCc1ccc(Cl)cc1 (stereo not given)	3	1.1	-8	-7	-13	-8	9	-9	2
COc1ccc(-c2[nH]c(-c3ccccc3)nc2SCC(=O)NCc2ccco2)cc1OC	-15	3.4	9	-9	-8	15	18	-3	1
COc1ccccc1C(=O)NNC(=O)c1ccncc1	-5	-0.1	7	2	-6	-15	10	-19	12
CC(C)NC(=O)CCn1ccc2cc(S(=O)(=O)N3CCCC3)ccc21	6	1.0	-22	-3	-28	-8	30	-8	7
COc1cccc2cc(C(=O)C3=C(O)C(=O)N(CCN4CCOCC4)C3c3cccs3)oc12 (stereo not given)	-22	-0.1	13	-2	9	10	-6	-4	18
Cc1nc2c(C(=O)NCCc3ccccc3)c[nH]n2c(=O)c1Cl	2	3.8	-6	-1	0	9	22	8	28
O=C(CN1CCOCC1)Nc1ccc(Cl)cn1	-2	0.4	-5	-2	2	2	-2	-5	3
CCO[C@H]1OC(C(N)=O)=C[C@@H](c2csc3ccccc23)[C@@H]1CCCO	6	0.4	6	4	8	5	-7	-15	1
COc1ccc([N+](=O)[O-])cc1NC(=O)c1ccc(N(Cc2ccccc2C)S(C)(=O)=O)cc1	1	6.0	13	-3	2	7	1	-8	4
CCN(CC)S(=O)(=O)c1cccc(C(=O)NCCc2ccccc2)c1	-13	3.3	3	-4	-12	-4	1	-9	6
COc1ccc(C(=O)NC(=S)Nc2cccc(S(=O)(=O)N3CCOCC3)c2)cc1	-5	6.1	5	5	-16	2	-3	-6	1
O=C(NC(=O)c1csnn1)Nc1ccccc1Cl	4	0.5	-23	-2	1	-8	15	-5	1
O=C1NC[C@H](Cc2ccccc2)N(CCc2cccc(F)c2)C1=O	-12	0.7	-3	-3	-19	-3	12	-10	12
O=C(Nc1ccccc1)Nc1ccc2ncoc2c1	4	0.1	6	0	7	20	-13	0	59*

Random excerpt: 2 records from the list
SMILES	CHO parental Ca	M1 ag parental	TAAR1 antagonist	M1 ag	CHO-K1 Ca antag	M1 antag	CHO-K1 Ca PAM	OXTR potentiate	TAAR1 agonist
Cc1nc2c(C(=O)NCCc3ccccc3)c[nH]n2c(=O)c1Cl	2	3.8	-6	-1	0	9	22	8	28
CCN(CC)S(=O)(=O)c1cccc(C(=O)NCCc2ccccc2)c1	-13	3.3	3	-4	-12	-4	1	-9	6

Arranged by molecular weight (low to high): six of the compounds above
SMILES	CHO parental Ca	M1 ag parental	TAAR1 antagonist	M1 ag	CHO-K1 Ca antag	M1 antag	CHO-K1 Ca PAM	OXTR potentiate	TAAR1 agonist
COc1ccccc1C(=O)NNC(=O)c1ccncc1	-5	-0.1	7	2	-6	-15	10	-19	12
O=C(NC(=O)c1csnn1)Nc1ccccc1Cl	4	0.5	-23	-2	1	-8	15	-5	1
Cc1nc2c(C(=O)NCCc3ccccc3)c[nH]n2c(=O)c1Cl	2	3.8	-6	-1	0	9	22	8	28
CCN(CC)S(=O)(=O)c1cccc(C(=O)NCCc2ccccc2)c1	-13	3.3	3	-4	-12	-4	1	-9	6
CC(C)NC(=O)CCn1ccc2cc(S(=O)(=O)N3CCCC3)ccc21	6	1.0	-22	-3	-28	-8	30	-8	7
COc1ccc(C(=O)NC(=S)Nc2cccc(S(=O)(=O)N3CCOCC3)c2)cc1	-5	6.1	5	5	-16	2	-3	-6	1

Continued.
SMILES	CHO parental Ca	M1 ag parental	TAAR1 antagonist	M1 ag	CHO-K1 Ca antag	M1 antag	CHO-K1 Ca PAM	OXTR potentiate	TAAR1 agonist
Cc1cccc(N(C(=O)c2csnn2)C(C(=O)NCc2ccccc2)c2ccc(C)o2)c1 (stereo not given)	-23	2.9	-8	-8	-17	-1	9	-4	2
Cc1ccc(S(=O)(=O)NCc2ccncc2)cc1	21	4.8	7	0	12	17	7	-29	5
Cc1cccc(N(C)C(=O)CN(C)S(=O)(=O)c2ccc3c(c2)c(=O)n(C)c(=O)n3C)c1	-19	-0.5	-9	-4	-4	2	8	-7	5
COc1ccc(NC(=O)Cn2nc(C(=O)O)c3ccccc3c2=O)cc1S(=O)(=O)N1CCCCC1	-11	-0.5	7	-4	-3	-7	-4	-3	0
Fc1ccc(-c2nc3ccc(Br)cn3c2Cc2ccccc2)cc1	·	-0.5	30	-3	11	1	6	·	1
COc1ccc(Nc2nc(C)nc3c2oc2ccccc23)cc1	-15	-0.2	-14	-11	5	6	12	4	-1
O=C(CS(=O)(=O)c1cccc(C(F)(F)F)c1)Nc1ccccc1Cl	-27	-0.5	-3	-6	15	-1	-7	-6	1
CC(C)(C)OC(=O)N1CC2(CCCCC2)CC1Cc1ccc(C(F)(F)F)cc1 (stereo not given)	·	0.9	-41	0	-18	-15	13	·	4
COC(=O)C(C(=O)NCC1CCCO1)C1CCCCCC1 (stereo not given)	-8	7.6	-5	-5	-5	-4	22	-11	9
CCc1nnc(NC(=O)CCC(=O)N2CCN(Cc3ccccc3)CC2)s1	-5	0.1	-20	-3	-11	27	-10	2	5
COc1cccc(NC(=O)C(Sc2nnnn2C)c2ccccc2)c1 (stereo not given)	-23	1.7	-14	-3	-17	-7	24	-12	2
O=C(NCc1ccc(F)c(F)c1)C1CCC(=O)N(CC2CCCCC2)C1 (stereo not given)	-15	0.1	-26	-1	1	-8	-10	-4	2

Reformatted: 2 of the compounds above
Values run as follows: CHO parental Ca | M1 ag parental | TAAR1 antagonist | M1 ag | CHO-K1 Ca antag | M1 antag | CHO-K1 Ca PAM | OXTR potentiate | TAAR1 agonist
> Cc1cccc(N(C(=O)c2csnn2)C(C(=O)NCc2ccccc2)c2ccc(C)o2)c1 (stereo not given)
  -23 | 2.9 | -8 | -8 | -17 | -1 | 9 | -4 | 2
> Cc1ccc(S(=O)(=O)NCc2ccncc2)cc1
  21 | 4.8 | 7 | 0 | 12 | 17 | 7 | -29 | 5

Going on with the list:
SMILES	CHO parental Ca	M1 ag parental	TAAR1 antagonist	M1 ag	CHO-K1 Ca antag	M1 antag	CHO-K1 Ca PAM	OXTR potentiate	TAAR1 agonist
C/C(=N\Nc1ccc(S(N)(=O)=O)cc1[N+](=O)[O-])c1ccccc1O	-13	-0.5	-15	-3	-8	-18	2	-3	5
CCCCN(C(C)=O)c1c(CC)nc2ccc(C(=O)NCCCN(C)C)cn12	·	0.6	0	-4	-4	-3	13	·	0
COc1ccc(-c2ccc3c(N)c(C(=O)c4cccc(OC)c4)sc3n2)cc1	2	0.2	3	-2	1	19	-7	-6	2
COc1ccc(CC(=O)Nc2ccc(OC)nc2)cc1	-2	-0.1	4	-2	3	-8	-7	0	0
Cc1ccc(OCC(O)CNCc2ccc(F)cc2)cc1 (stereo not given)	-16	2.2	1	-2	0	-1	9	-7	3
c1ccc(-c2nc(-c3ccccn3)nc(-c3ccccn3)n2)nc1	-6	4.3	42	-3	-5	-2	10	-13	12
Cc1ccc(N2C(N)=NC(N)=NC23CCCC3)c(C)c1	-1	0.1	6	-9	-7	-7	10	-13	3
